p53ts 39C kill: qHTS Screen for Compounds that Selectively Target Cancer Cells with p53 Mutations: Cytotoxicity of p53ts Cells at the Nonpermissive Temperature. H1299-p53A138V viability at 39C, ATP luminescence, 24 h. Potency, µM (highest dose often 46.1 µM), inactives show at the highest dose activity change, negative = cell killing, hits mostly cytotoxic. 130,000 tested, 1.5% active. AID 902, 2007; active means well fitted cell-killing curve with a large enough effect; inconclusive means small, poorly fitted or top-dose-only effect; inactive means no such curve, though single readings can be large or run the other way; further: nearly all actives have a fitted effect of over 55% in size
Numbers without * were called inactive; ? = inconclusive; [ ] = dose if it differs, or a comment. On the % scale 0 is the no-effect control and ±100 the full control effect; potency means the concentration at half of the fitted maximal effect.

SMILES	p53ts 39C kill
Cn1c(=O)nc2n(Cc3ccccc3)c3cccc(Cl)c3cc-2c1=O	4.8%
CCOC(=O)c1sc(NC(=O)CSc2nc3ccccc3o2)c(C(=O)OCC)c1C	9.4%
CN(C)CCCN(C(=O)c1sc2ccccc2c1Cl)c1nc2c(F)cccc2s1	-6.3%
Cc1ccc(SCC(=O)Nc2ccc(S(=O)(=O)Nc3nccs3)cc2)cc1	6.4%
CC1CCN(c2ccc(C(=O)NCc3ccc4c(c3)OCO4)cc2[N+](=O)[O-])CC1	7.3%
O=C1CC(c2ccccc2)Sc2nc(-c3ccccc3)c(-c3ccccc3)n21 (stereo not drawn)	10.5%
CCN(CC)CCCN1C(=O)C(O)=C(C(=O)c2ccc(C)o2)C1c1ccc(C)o1 (stereo not drawn)	6.3%
CN(C)CCCN(C(=O)CCc1ccccc1)c1nc2ccc(Cl)cc2s1	?
CC(=O)C1=C(c2ccccc2)NC(=S)NC1c1cc(Cl)c(OC(C)C)c(Cl)c1 (stereo not drawn)	23.8%
CNC(=S)NNC(=O)c1sccc1C	7.3%
CCOC(=O)c1sc(-c2ccccc2)cc1NC(=O)Nc1ccccc1	-18.3%
O=C(COC(=O)c1cccc(Br)c1)NCCc1ccccc1	22.3%
Nc1nnc(CC(=O)N/N=C/c2ccc(-c3ccccc3Cl)o2)s1	-14.6%
Cc1ccc(Nc2nc(N3CCN(C)CC3)nc(N)c2[N+](=O)[O-])cc1C	17.7%
O=C(NCCN1C(=O)S/C(=C\c2ccc(OC(F)F)cc2)C1=O)[C@@H]1CCCN1C(=O)c1cccs1	-10.5%
O=C(NN=C1CCCCC1)NC1CCCCC1	-3.7%
Cc1cccc(NC(=O)C2(C)CC3c4ccccc4C2c2ccccc23)c1C (stereo not drawn)	-10.2%
CNc1ccccc1C(C)(C)c1cc(-c2ccc(F)cc2)no1	1.3%
COc1cc(/C=C2/SC(N)=NC2=O)ccc1Oc1ccc([N+](=O)[O-])cc1[N+](=O)[O-]	-2.5%
CCCc1nnc(NC(=O)Nc2ccccc2OC)s1	15.9%
COC(=O)c1sc2ccccc2c1NC(=O)c1ccc(S(=O)(=O)N2CC(C)CC(C)C2)cc1 (stereo not drawn)	22.7%
COc1cccc(/C=N/NC(=O)c2nc(-c3ccccc3)cc(-c3ccccc3)n2)c1O	?
COc1cccc2sc(N(CCCN(C)C)C(=O)c3sc4ccccc4c3Cl)nc12	-4.4%
COC(=O)c1ccc(C)c(NC(=S)NCc2ccc(Cl)cc2)c1	-2.0%
COc1ccc(C(NC(=O)/C=C/c2ccco2)c2ccc(OC)c(OC)c2)cc1 (stereo not drawn)	-2.2%
O=C(Nc1ccc(O)c(-c2nc3ccccc3o2)c1)C1(c2ccc(Cl)cc2)CCCC1	-1.7%
COc1ccc(Cl)cc1NC(=S)NCCC(c1ccccc1)c1ccccc1	-5.4%
CCCC1=NN(C(=O)Cc2ccc(OC)cc2)C(O)(C(F)(F)F)C1 (stereo not drawn)	-2.5%
COC(=O)c1cn(NC(=O)/C=C/c2ccc(OC)c(OC)c2)c(=O)c2ccccc12	-2.7%
CCOC(=O)c1sc(NN=C(C(=O)OC)C(=O)OC)c(C(=O)OCC)c1C	19.1%
CC(CCc1ccccc1)NC(=O)c1ccc(NC(=O)c2ccc(Cl)cc2Cl)cc1 (stereo not drawn)	14.3%
CCOC(=O)c1c(/N=C/c2cc(OC)cc([N+](=O)[O-])c2O)sc(C)c1C	18.8%
C/C(=N/OCO/N=C(\C)c1ccc(F)cc1F)c1ccc(F)cc1F	-1.2%
O=C(Nc1nnc(SCc2ccccc2Cl)s1)c1cccc([N+](=O)[O-])c1	-5.5%
Cc1cc(C(=O)CN2CCCC(C)C2)c(C)n1-c1ccc(F)cc1 (stereo not drawn)	-18.3%
COc1ccc2nc(NC(=O)CSc3nc(SC)ns3)sc2c1	?
CCC1CCC2(CC1)NC(=O)N(CC(=O)c1c(C)[nH]c3ccccc13)C2=O (stereo not drawn)	-1.3%
Cc1ccc(C(=O)Oc2coc(CSc3nnc(NC(=O)C4CC4)s3)cc2=O)cc1C	-5.5%
O=C(NN=C1CCN(Cc2ccccc2)CC1)c1ccccc1	-3.4%
Cc1ccc(Nc2nc(NCCCN3CCOCC3)nc(N)c2[N+](=O)[O-])cc1C	-12.5%
O=[N+]([O-])c1cc(C(F)(F)F)cc([N+](=O)[O-])c1NN=C1CCCCC1	-10.5%
Cc1c(NC(=O)c2c(N)n(-c3ccccc3)c3nc4ccccc4nc23)c(=O)n(-c2ccccc2)n1C	9.4%
O=C1/C(=C/c2cccnc2)SC(=S)N1C1CCS(=O)(=O)C1 (stereo not drawn)	10.1%
CCC(=O)Nc1ccc(-c2nnc(SCC(=O)NCC3CCCO3)n2C)cc1 (stereo not drawn)	-11.1%
CN(C)c1ccc(S(=O)(=O)NCC(=O)OCC(=O)Nc2cc(Cl)cc(Cl)c2)cc1[N+](=O)[O-]	-13.9%
COC(=O)c1ccc(C(=O)OC)c(NC(=O)COC(=O)c2ccc(OC)c(OC)c2OC)c1	-7.1%
CCOC(=O)CCCSc1nnc(CCCCCN2C(=O)c3cccc4cccc(c34)C2=O)o1	15.6%
COc1ccc(/C(O)=C2\C(=O)C(=O)N(CCN3CCOCC3)C2c2ccccc2OC)cc1 (stereo not drawn)	-14.3%
O=C(CCCN1C(=O)/C(=C/c2ccccc2Cl)SC1=S)Nc1ccccn1	10.9%
O=C(COC(=O)c1ccc(Br)cc1)NCc1ccccc1	7.4%
O=C(N/N=C/c1ccc(-c2cccc(C(F)(F)F)c2)o1)c1ccccc1O	3.2%
CC1CCN(C(=S)c2ccc([N+](=O)[O-])cc2)CC1	0.8%
O=C(NC1CCCCCC1)c1ccccc1-c1ccccc1	-9.5%
COc1cc2c(cc1NC(=S)NC(=O)c1c(OC)cccc1OC)oc1ccccc12	7.0%
O=C1CN(C(=O)c2cc3ccccc3o2)c2ccccc2N1	-3.2%
Cc1cc(C)cc(NC(=O)CSc2ccc(-c3ccco3)nn2)c1	-4.9%
N=C(N)SCc1nc2ccccn2c1Br	-25.3%
CCOC(=O)/C(=C\C=C\c1ccccc1)NC(=O)c1ccccc1	-0.1%
O=C(O)CSc1c(-c2ccccc2)c2cc(Cl)ccc2[nH]c1=O	2.3%
O=[N+]([O-])c1ccc(-c2nc(NCc3ccccc3)c3ccccc3n2)cc1	18.8%

An excerpt of these results, with bars between the fields:
structure | p53ts 39C kill
COc1ccc(C(NC(=O)/C=C/c2ccco2)c2ccc(OC)c(OC)c2)cc1 (stereo not drawn) | -2.2%
CCOC(=O)c1sc(NC(=O)CSc2nc3ccccc3o2)c(C(=O)OCC)c1C | 9.4%
CC1CCN(c2ccc(C(=O)NCc3ccc4c(c3)OCO4)cc2[N+](=O)[O-])CC1 | 7.3%
O=C(COC(=O)c1cccc(Br)c1)NCCc1ccccc1 | 22.3%
Cc1c(NC(=O)c2c(N)n(-c3ccccc3)c3nc4ccccc4nc23)c(=O)n(-c2ccccc2)n1C | 9.4%

Going on with the list:
SMILES	p53ts 39C kill
COc1ccc(CCn2c(-c3cccc([N+](=O)[O-])c3)nc3nc4ccccc4nc32)cc1OC	5.7%
Cc1ccc2nc(SCc3cn4c(C)cc(C)nc4n3)[nH]c2c1	-8.1%
O=c1c2cnn(-c3ccccc3)c2nc(-c2cccs2)n1-c1cccc(Cl)c1	1.3%
O=[N+]([O-])c1ccc(CN2CCCCCC2)s1	11.1%
CCCN(CC(=O)Nc1ccc(C(N)=O)cc1)CC(=O)Nc1ccc(Cl)cc1Cl	-13.5%
Cc1ccc(S(=O)(=O)N2CCN(c3ccc(C(F)(F)F)cc3[N+](=O)[O-])CC2)cc1	-25.7%
Cc1ccc(CSc2nn3c(=O)c(C)nnc3s2)cc1	1.7%
O=C(COC(=O)c1nc(Cl)ccc1Cl)c1ccc(Cl)s1	-14.9%
O=C(CNC(=O)c1ccccc1F)N/N=C/c1cc(Br)ccc1OCc1ccccc1	6.5%
Cc1cc(Nc2ccccc2)nc(NCc2ccccc2)n1	-21.3%
CC(=O)Nc1ccccc1/C=C/c1ccc2c(C)cc(C)c(O)c2n1	10.7%
Cc1occc1C(=O)NNC(=S)Nc1ccccc1C(F)(F)F	-14.6%
CN(C)S(=O)(=O)c1ccc(NCC2COc3ccccc3O2)c([N+](=O)[O-])c1 (stereo not drawn)	-2.8%
O=C(Nc1cc(Cl)ccc1Oc1ccccc1)c1ccc(F)cc1	-8.8%
O=[N+]([O-])c1ccc(OCCN2CCCCCC2)cc1	1.3%
CCOC(=O)NC(=O)CSc1nnc(SCCC(=O)O)s1	-12.9%
Cc1ccc(NC(=O)CN2C(=O)N/C(=C/c3ccc(N4CCOCC4)cc3)C2=O)cc1	-5.4%
O=C(/C=C/c1ccccc1)NCCC1=CCCCC1	-17.7%
Cc1cc(C)cc(-n2c(SCC(=O)NCc3ccc4c(c3)OCO4)nc3ccccc3c2=O)c1	13.3%
Cc1ccc(-n2c(C)cc(=O)cc2C)c(C)c1	0.1%
Cc1ccc(NC(=O)C(OC(=O)c2ccc(F)cc2)c2ccccc2)cc1Cl (stereo not drawn)	-17.8%
Cc1nc(NCCc2ccc(F)cc2)c(C#N)c(C)c1[N+](=O)[O-]	2.2%
O=c1c2ccccc2c(-c2ccc(O)cc2)nn1-c1cccc(C(F)(F)F)c1	5.6%
CC1CCN(S(=O)(=O)c2ccc(C(=O)Nc3ccccc3-c3nc4ccccc4[nH]3)cc2)CC1	-18.6%
CC(C)CCNCC1OCc2ccccc2CO1	-2.2%
CC1Cc2ccccc2N1CC(=O)NCc1ccc2c(c1)OCO2 (stereo not drawn)	8.3%
CSc1ccc(CN(C)CC(=O)Nc2cccc(Br)c2)cc1	-4.4%
CCNc1nc(=S)nc(NC(C)C)[nH]1	3.8%
Cc1cccc(OC(=O)NCCOC(=O)N(O)c2ccc(Cl)cc2)c1	-16.3%
O=C(CN1CCN(S(=O)(=O)c2ccc(Br)cc2)CC1)N/N=C/c1cccnc1	1.0%
CC(C)Nc1nnc(SCC(=O)/C=C2\N(C)c3ccccc3C2(C)C)s1	-9.5%
COc1ccccc1-n1c(C)nc2cc(C(=O)NCc3ccc4c(c3)OCO4)ccc21	-2.8%
COc1ccc(NC(=O)c2ccccc2[N+](=O)[O-])cc1	8.2%
Cc1ccc(NC(=O)c2cc(C)n(-c3ccccc3)c2C)cc1	7.08µM*
COC(=O)C(C(=O)OC)C(C[N+](=O)[O-])c1ccc(O)c(OC)c1 (stereo not drawn)	-14.1%
Cc1cccc(C(=O)NCc2nnc3c4ccccc4c(-c4ccccc4)nn23)c1	11.9%
Cc1nc2ccccc2nc1SCC(=O)c1ccccc1	-19.9%
O=C(Nc1ccc(Cl)cc1C(F)(F)F)c1ccccc1	-7.8%
NS(=O)(=O)c1ccc(N=Nc2c(-c3ccccc3)[nH]n(-c3nc(-c4ccccc4)cs3)c2=O)cc1	16.4%
COC(=O)c1ccc(C2/C(=C(\O)c3cccc(OC)c3)C(=O)C(=O)N2CCCN2CCOCC2)cc1 (stereo not drawn)	4.4%
O=C(NNc1c2ccccc2nc2ccccc12)c1cc2ccccc2cc1O	-13.1%
Cc1ccc(NC(=O)CSc2ccc(C(N)=O)cc2[N+](=O)[O-])cc1	12.9%
Cc1ccccc1OCC(=O)OCC(=O)Nc1cc(C(F)(F)F)ccc1N1CCOCC1	-2.9%
O=C(COCC(=O)N/N=C/c1ccccc1F)N/N=C/c1ccccc1F	-6.0%
CCc1ccc(C(=O)NC(=S)Nc2ccc3c(c2)OCCO3)cc1	-29.5%
CCOC(=O)c1c(NC(=O)c2ccc(N3C(=O)[C@@H]4[C@H](C3=O)[C@H]3C=C[C@@H]4C3)cc2)sc2c1CCCC2	-1.4%
Cc1ccc(C)c(NC(=O)CSc2ccc(-c3ccco3)nn2)c1	9.2%
COC(=O)c1c(NC(=O)C2SC(=NC3CCCCC3)C(C(N)=O)=C2N)sc2c1CCCC2 (stereo not drawn)	-7.3%
O=C(COc1ccccc1[N+](=O)[O-])N/N=C/c1cccc(OC(=O)c2ccc3c(c2)OCO3)c1	3.7%
COc1cccc(/C=N/NC(=O)CNC(=O)c2ccc3c(c2)OCCO3)c1O	?
Cc1cccc(N=C/C(C(=O)C(F)(F)F)=C(\O)c2ccco2)c1	35.8%[activator]
Cc1nn(-c2ccccc2)c2nc3c(cc12)C(=O)CCC3	2.0%
CCCNC(=S)N1CCC(C(=O)c2ccc(OC)cc2)CC1	3.8%
Cc1ccc(NC(=O)c2cccc(N3C(=O)C4C5CCC(C5)C4C3=O)c2)c(C)c1 (stereo not drawn)	22.4%
CN(C)CCN(C(=O)c1ccccc1Cl)c1nc2c(Cl)cccc2s1	-3.5%
CCC(=O)OCC(=O)Nc1cc(C)c(C)cc1[N+](=O)[O-]	-5.0%
Cc1nc(Nc2ccc(S(=O)(=O)N3CCCC3)cc2)c2nnn(Cc3ccccc3)c2n1	1.9%
CCOC(=O)c1c(NC(=O)COC(=O)CCS(=O)(=O)c2ccc(C)cc2)sc(C)c1C	-10.3%
C(=C\c1nc(-c2ccccc2)no1)/c1ccccc1	-17.5%
Cc1ccc(S(=O)(=O)CCC(=O)OCc2ccc(Cl)c(Cl)c2)cc1	-10.7%

Arranged by molecular weight (rising): 3 of the compounds above
SMILES	p53ts 39C kill
C(=C\c1nc(-c2ccccc2)no1)/c1ccccc1	-17.5%
O=C(COc1ccccc1[N+](=O)[O-])N/N=C/c1cccc(OC(=O)c2ccc3c(c2)OCO3)c1	3.7%
CCOC(=O)c1c(NC(=O)COC(=O)CCS(=O)(=O)c2ccc(C)cc2)sc(C)c1C	-10.3%

Later entries.
SMILES	p53ts 39C kill
COc1ccc(C2CC(c3ccccc3)=NN2C(=O)COC(=O)c2cccnc2Cl)cc1 (stereo not drawn)	3.9%
Cc1ccc(C(=O)OCC(=O)NCCC2=CCCCC2)s1	8.8%
C/C(=N\Nc1ccc([N+](=O)[O-])cc1[N+](=O)[O-])C(C)(C)C(C(=O)O)C(=O)O	1.8%
CCCOc1ccc(CC2CCC(=O)NC2=O)cc1 (stereo not drawn)	0.8%
Cc1cc(C)nc(SCc2cc(=O)c(OC(=O)c3ccco3)co2)n1	5.7%

Screening data: PubChem, National Center for Advancing Translational Sciences (NCATS)

Some of the compounds tested; count on the stated rates, not on these rows.
